tim23-1 inh: inhibits growth of tim23-1 mutant yeast; actives 1.3% (n = 330,000); S. cerevisiae tim23-1 growth, BacTiter-Glo luminescence, 24 h; AID 463212; inhibition, % at 20 µM;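 active = growth inhibition of the mutant yeast at or above 50%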;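 also: temperature-sensitive mutant grown at 25 °C; plate controls were DMSO-treated mutant yeast for no effect and medium wells lacking yeast for full effect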
APJ agonist: activates the human apelin receptor APJ; AID 2520; CHO-K1 APJ PathHunter beta-arrestin, luminescence; 0% DMSO wells, 100% apelin; P35414; activation, % at 20 µM; actives 0.11% (n = 330,000);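 active = activation more than six SD over the plate average, tested at 20 µM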;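 also: 0% = DMSO alone and 100% = apelin-13 at 10 nM; some results filed as inactive read as strong as hits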
Target sequence (P35414 whole entry, looked up): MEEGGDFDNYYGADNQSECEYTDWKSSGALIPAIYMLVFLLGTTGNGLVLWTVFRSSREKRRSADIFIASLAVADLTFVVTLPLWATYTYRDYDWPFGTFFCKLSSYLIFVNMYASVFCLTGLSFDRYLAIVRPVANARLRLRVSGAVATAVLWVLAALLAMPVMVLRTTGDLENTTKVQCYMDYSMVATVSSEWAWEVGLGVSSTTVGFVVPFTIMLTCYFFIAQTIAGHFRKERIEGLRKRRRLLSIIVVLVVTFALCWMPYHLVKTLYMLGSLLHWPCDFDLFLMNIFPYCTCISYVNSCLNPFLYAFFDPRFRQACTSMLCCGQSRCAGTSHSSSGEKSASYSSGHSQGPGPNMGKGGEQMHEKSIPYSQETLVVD
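system = engineered CHO-K1 APJ arrestin reporter cells | input = 1000 cells per well | timing = overnight seeding, 90 min compound at 25 °C, 1 h detection | measured by = enzyme-fragment complementation luminescence | read-out = beta-arrestin recruitment to APJ as agonist activity, luminescent signal | control set = negative DMSO alone, positive Apelin-13 at 10 nM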
CCR6 antagonist: blocks CCL20-driven beta-arrestin recruitment at human CCR6; inhibition, % at 20 µM; AID 493098; P51684; actives 0.49% (n = 340,000); CHO-K1 CCR6 PathHunter beta-arrestin, luminescence, CCL20-stimulated;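 active = compounds whose inhibition of the agonist-driven luminescence signal at 20 µM reaches about 50%, limit read from the data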;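 also: cells stimulated with CCL20 at 14 nM final; plate controls were DMSO with CCL20 for no effect and DMSO without agonist for full effect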
UPR CHOP act: activators of apoptotic arm of unfolded protein response (CHOP). CHO-CHOP luciferase reporter, UPR activation, luminescence; percent of tunicamycin response over DMSO baseline. activation, % at 10 µM. actives 0.34% (n = 330,000). AID 449763;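 active = at 10 µM dose, activation of 40% or more, normalized to positive control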;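 also: 100% = tunicamycin at 10 µg/mL and 0% = DMSO alone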
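assay system = CHO CHOP reporter cells | amount = 500 CHO-CHOP cells per well | buffer or medium = F12 with 10% FBS | incubation = 16-18 h cell attachment, then 6 h compound exposure, 37 °C | detection = luminescence read with Steady-Glo | read-out = percent activation relative to tunicamycin control | controls = tunicamycin high control, DMSO low control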
XBP1 UPR activ: activators of adaptive arm of unfolded protein response (XBP1); CHO-XBP1 luciferase reporter, IRE1-XBP1 UPR activation, luminescence; percent of tunicamycin response, DMSO as zero; activation, % at 20 µM; actives 0.33% (n = 330,000); AID 463104;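 active = versus positive control, 20 µM dose yields 30% or more activation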;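 also: 100% = tunicamycin at 10 µg/mL and 0% = DMSO only wells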
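Material: CHO cell line with stable XBP1 luciferase reporter; schedule: 16-18 h cell attachment at 37 °C, then 6 h compound exposure; signal: glow luminescence from Steady-Glo reagent; medium: serum-containing F12 medium, 10% FBS; benchmarks: tunicamycin 10 µg/mL and vehicle-only wells; read-out: percent activation relative to tunicamycin reference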
CXCR6 inh: blocks human CXCR6 beta-arrestin recruitment; actives 0.36% (n = 360,000); inhibition, % at 20 µM; CHO-K1 PathHunter CXCR6 beta-arrestin, luminescence; in the data active = inhibition above about 34%, passing the limit was not always enough;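 also: antagonist mode with CXCL16 agonist at 10 nM final; 0% = 10 nM CXCL16 with DMSO and 100% = unstimulated wells without agonist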
Target sequence (O00574 whole entry, looked up): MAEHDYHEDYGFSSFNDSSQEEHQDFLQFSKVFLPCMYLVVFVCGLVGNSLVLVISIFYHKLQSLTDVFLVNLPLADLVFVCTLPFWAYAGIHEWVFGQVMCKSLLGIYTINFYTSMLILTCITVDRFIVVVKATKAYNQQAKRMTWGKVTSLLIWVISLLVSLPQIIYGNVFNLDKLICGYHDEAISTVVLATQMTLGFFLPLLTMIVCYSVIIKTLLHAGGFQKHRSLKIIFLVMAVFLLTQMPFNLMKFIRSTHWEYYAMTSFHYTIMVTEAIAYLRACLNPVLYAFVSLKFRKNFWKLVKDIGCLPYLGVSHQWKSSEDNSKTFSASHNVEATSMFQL
APJ antagonist: antagonists of human APJ apelin receptor; CHO-K1 APJ beta-arrestin complementation, luminescence; P35414; inhibition, % at 20 µM; actives 0.32% (n = 330,000);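 active = inhibition above about 40% at 20 µM, limit read from the data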;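 also: cells challenged with 10 nM apelin-13 agonist together with compound; plate controls were apelin-13 plus DMSO wells for no effect and DMSO wells lacking apelin-13 for full effect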
EBI2 antag: blocks human EBI2 receptor beta-arrestin signaling; inhibition, % at 5 µM; EBI2 beta-arrestin recruitment, luminescence, 7a,25-OHC stimulated; AID 651636; actives 0.81% (n = 360,000); P32249; in the data active = inhibition above about 38%;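 also: enzyme fragment complementation signal reports receptor beta-arrestin coupling in cells; 0% = agonist plus DMSO wells and 100% = wells without agonist; some results beyond the cut were filed as inactive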
Target sequence (P32249 whole entry, looked up, the tested form may be a part): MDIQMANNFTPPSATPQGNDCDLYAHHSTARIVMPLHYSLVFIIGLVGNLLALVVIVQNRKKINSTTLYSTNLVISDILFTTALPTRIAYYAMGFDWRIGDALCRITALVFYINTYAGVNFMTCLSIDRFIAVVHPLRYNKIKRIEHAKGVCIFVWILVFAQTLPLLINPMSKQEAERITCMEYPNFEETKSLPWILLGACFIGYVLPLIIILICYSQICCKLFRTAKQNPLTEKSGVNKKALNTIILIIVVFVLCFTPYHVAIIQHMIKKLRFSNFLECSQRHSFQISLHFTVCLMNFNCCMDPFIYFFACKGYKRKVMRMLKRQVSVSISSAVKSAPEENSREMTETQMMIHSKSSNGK
Mdm2 MdmX PPI: inhibitors of human Mdm2/MdmX interaction. AID 485346. inhibition, % at 8 µM. SaOS-2 split-luciferase Mdm2/MdmX complementation, luminescence. actives 3% (n = 330,000);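 active = inhibition of at least 50% at 8 µM in the primary screen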
An asterisk follows results filed as active.

SMILES,XBP1 UPR activ,APJ agonist,UPR CHOP act,CCR6 antagonist,APJ antagonist,Mdm2 MdmX PPI,EBI2 antag,CXCR6 inh,tim23-1 inh
Cc1cc(C)cc(NC(=O)C2CCCN2S(=O)(=O)c2ccc3c(c2)n(C)c(=O)c(=O)n3C)c1 (configuration not stated),0,-4,-2.8,5,-23,16,-1,1,-4
COc1cccc(/C=C/C(=O)OCC(=O)N2c3ccccc3CC2C)c1OC (configuration not stated),-3,-3,0.4,0,7,-12,-3,1,24
O=C(NC(=S)Nc1ccccc1N1CCCCC1)c1ccccc1,0,-4,1.7,31,29,36,-17,5,49
CCOC(=O)C(NC(C)=O)C(=O)Nc1ccc(C)cc1C (configuration not stated),-3,-3,1.8,-7,-4,2,-8,-9,-6
OC(CN1CCC(Cc2ccccc2)CC1)c1ccccc1 (configuration not stated),-2,-1,1.5,10,2,-17,5,-1,-4
Cc1cc[n+](CCc2ccccc2)cc1C,-4,-1,2.0,7,-1,-9,2,2,4
Cc1ccc(-c2cnco2)cc1,-2,-3,0.3,-2,-20,-11,1,-12,-10
COC(=O)c1c(-c2ccccc2)csc1N,2,1,-0.1,-24,11,9,-8,-11,17
Cn1c(-c2ncc(F)cc2F)cc2onc(-c3c(F)cccc3Cl)c2c1=O,-4,-2,6.6,-9,0,-156,-4,-8,9
O=C(N/N=C/c1sc(=O)n(-c2ccccc2)c1Cl)c1ccccc1,0,-2,4.6,4,10,-40,-10,8,48
CCCCNC(=O)N1CCCC(N(C)CCc2ccc(OC)c(OC)c2)C1 (configuration not stated),-4,-4,1.4,-5,-1,0,-5,-2,3
COc1ccc(OC)c(-c2csc(NC(=O)Cn3[nH]c(=O)c4ccccc4c3=O)n2)c1,-1,-6,0.3,14,-4,67*,-6,1,13
O=C/C(=C\Nc1ccc(Cl)cn1)c1nc2cc(Cl)ccc2o1,2,-5,0.1,-12,15,32,4,-3,-14
O=C(NCCc1ccccc1)C1CCCN1C(=O)Nc1ccc(F)cc1 (configuration not stated),0,-4,4.1,6,-7,6,-5,1,-15
O=C(NCc1ccc2c(c1)OCO2)c1ccc(Cl)c(S(=O)(=O)N2CCOCC2)c1,-2,-1,0.6,7,-5,12,-6,0,9
CCOc1ccccc1N(CC(=O)N1CCCCCC1)S(C)(=O)=O,0,-7,1.2,11,0,-10,-14,2,12
COc1cc(OC)c(N2CC(C(=O)Nc3cccc(C(=O)NC4CC4)c3)CC2=O)cc1Cl (configuration not stated),0,-3,1.4,7,12,-8,-5,-20,-4
CCOc1cc(/C=N/Nc2ncnc(Cl)c2N)ccc1O,4,2,4.0,-17,-10,-17,5,-19,-6
CC(CCc1ccccc1)NC(=O)c1cccc([N+](=O)[O-])c1 (configuration not stated),-1,6,2.0,2,-9,-24,-12,14,14
Cc1ccc(-c2noc(CCCC(=O)NCC3CCCO3)n2)cc1 (configuration not stated),-7,3,-2.3,8,-40,-4,2,-2,10
COc1ccccc1S(=O)(=O)Cc1ccc(C(=O)NCc2ccc3c(c2)OCO3)o1,-3,-6,0.6,2,15,16,3,0,13
Cc1cc(NS(=O)(=O)c2ccc(NC(=S)Nc3ccc(Cl)cc3C)cc2)no1,-3,-3,2.3,12,-1,2,-1,10,19
O=C(NC1(C(=O)NC2CCCC2)CCCCC1)c1ccc2c(c1)OCO2,-2,-1,-1.3,-9,7,-8,2,-7,14
OCC[C@@H]1C[C@H](O)[C@@H](O)[C@]2(CCCc3ccccc3O2)O1,-2,3,1.2,-2,9,-19,-4,0,14
Cc1ccc(-c2nn(C)c(=O)c3ccccc23)cc1CN1CCCCC1,0,-2,0.2,1,20,29,0,-2,17
O=C(COC(=O)c1nc(Cl)ccc1Cl)NCc1ccc(Cl)cc1,-3,-2,-1.1,2,3,17,-5,-4,29
Cc1ccc([C@@H]2[C@@H]3C(=O)N(c4ccccc4)C(=O)[C@@H]3[C@]3(C)C(=O)N(Cc4ccc(-c5ccccc5)cc4)CC(=O)N23)o1,-1,-1,2.1,-1,5,-18,-3,3,2
Cc1ccc(C)c(SCC(=O)Nc2ccc(C)c(S(=O)(=O)N3CCOCC3)c2)c1,-2,0,1.7,9,8,8,10,6,28
Brc1cccc(-c2nnc3sc(CN4CCC5(CC4)OCCO5)cn23)c1,-1,-3,2.6,1,-3,5,8,-3,14
N#Cc1c(-c2ccc(F)cc2)nc2n(c1=O)CCS2,-1,1,-1.3,-9,11,0,-15,10,8
Cc1cc(C)cc(-c2nnc(SCC(=O)c3ccc4c(c3)OCCO4)o2)c1,-2,0,0.7,9,8,22,-4,3,4
O=C(O)c1cc(N/N=C/c2ccncc2)ccc1Cl,-4,2,-2.4,14,-4,-14,-3,-4,4
COc1cccc(NC(=O)CN(C)S(=O)(=O)c2ccc3c(c2)NC(=O)CS3)c1,-7,1,1.7,5,-4,-17,4,-4,19
CCOC(=O)c1ccc(Cn2c(-c3ccccc3)nnc2-c2ccccc2)o1,0,-4,1.7,1,-14,-12,2,4,21
O=C(CNC(=O)c1ccc(=O)[nH]c1)Nc1ccc(F)c(F)c1,-3,-4,-0.7,1,10,13,-4,-9,2
COCCN1CC(=O)N(c2cccc(C)c2C)C(c2ccc(Cl)cc2)C1=O (configuration not stated),-2,0,1.0,-3,15,5,-12,0,19
c1ccc(C[C@H]2CN=C(Nc3ccccc3)N2CCC2CCCC2)cc1,0,4,-2.3,18,-26,45,1,2,12
Cc1cc(=O)cc(C)n1-c1ccc(Br)cc1,1,0,-0.4,7,12,17,-7,-4,6
Cc1cc2nc(C)c3c(n2n1)CCC3,0,-2,-1.0,1,-7,-7,2,5,9
COC(=O)CNC(=O)c1nn(-c2cccc(OC)c2)c(=O)c2ccccc12,-3,0,-1.6,-19,12,1,-7,0,23
COc1ccc(N2C(=O)C3CCCN3C2c2cccc(Br)c2)cc1 (configuration not stated),-4,-3,0.9,6,-61,7,-10,0,4
O=C(NCCO)C(=O)Nc1cc2c3c(c1)CC(=O)N3CCC2,-3,2,0.0,-5,3,-52,-6,1,8
Cc1csc(NC(=O)c2cc3c(s2)-c2ccccc2OC3)n1,4,0,19,16,10,-37,3,-6,0
Cc1cccc(C(C)C)c1NC(=O)C(C)OC(=O)Cn1cnc2c1c(=O)n(C)c(=O)n2C (configuration not stated),-2,-5,-0.3,-1,26,11,-16,1,0
CCOC(=O)c1c(N2CCCCC2)c2ccccc2[nH]c1=O,-1,-5,-2.5,-7,5,-4,-6,4,19
CCC(C)(C)NC(=O)C(c1cccc(OC)c1OC)N(Cc1ccccc1)C(=O)CCC(=O)Nc1cc(C)on1 (configuration not stated),-4,1,-0.7,14,5,14,5,-5,6
CCOC(=O)Cn1c(=O)oc2cc(S(=O)(=O)N3CCn4c3nc3ccccc34)ccc21,3,-3,-0.9,-1,-75,17,-3,2,-9
CCCn1c(C)cc(/C=C(\C#N)C(=O)OCC(=O)Nc2cc(OC)c(OC)c(OC)c2)c1C,1,0,5.0,-10,11,-5,-4,2,27
CCOC(=O)c1cc(C#N)c(N2CCN(c3ccc(OC)cc3)CC2)[nH]c1=O,2,1,-1.8,10,-5,5,-9,-4,7
O=C(Nc1ccc(Cl)cc1C(=O)NCCN1CCOCC1)c1ccco1,2,-3,-0.9,18,-2,15,0,-2,1

Remaining list, next part
SMILES,XBP1 UPR activ,APJ agonist,UPR CHOP act,CCR6 antagonist,APJ antagonist,Mdm2 MdmX PPI,EBI2 antag,CXCR6 inh,tim23-1 inh
Cc1ccc(-n2c(C)cc3c2CCCC3=O)cc1,-2,-4,-0.4,27,15,25,-6,6,21
CSc1nncn1/N=C/c1ccc2c(c1)OCO2,2,-3,-1.5,-7,-20,9,-14,-14,13
Cc1cccc(NS(=O)(=O)c2ccccc2)n1,2,-3,-0.2,-4,12,9,1,-1,-4
CCC1(C)NC(=O)N(CC(=O)NCC(=O)Nc2c(C)cc(C)cc2C)C1=O (configuration not stated),2,-2,-0.5,7,2,18,-18,3,-14
c1ccc2c(c1)nnn2-c1ncnc2sc3c(c12)CCCC3,1,-6,-1.5,6,14,10,3,4,28
O=C(NCc1ccco1)c1nc(-c2ccc(F)cc2)no1,1,1,-0.8,8,13,21,-3,-2,22
CCOc1ccccc1CN1CCNC(=O)C1CC(=O)N(C)Cc1nonc1C (configuration not stated),0,3,0.8,9,-7,-9,-3,0,13
COc1cc(C(=O)Nc2ccc(C)c(S(=O)(=O)N(C)C)c2)ccc1OCC(=O)N1CCOCC1,-3,11,2.7,0,14,11,1,1,11
CCCNC(=O)CN1C(=O)NC(c2ccccc2)(c2ccccc2)C1=O,-5,-1,-1.1,11,-19,23,14,1,3
CC1(C)CC(NC(=O)c2ccc(Cl)c(S(=O)(=O)N(Cc3ccccc3)c3ccccc3)c2)CC(C)(C)N1,6,0,3.6,14,17,99*,-3,-10,16
CCCCN(C)CCNC(=O)c1c[nH]c2ccc(S(=O)(=O)N(CC)CC)cc2c1=O,-2,0,0.1,-2,-5,6,-16,-6,1
COc1ccccc1NC1C=CS(=O)(=O)C1 (configuration not stated),3,-5,0.0,-2,14,4,-6,4,6
CCN(CC)CCN(Cc1cc2cc(C)ccc2[nH]c1=O)C(=S)NCc1ccco1,1,-1,-2.4,12,-13,39,6,8,1
Fc1ccc(-n2nnnc2-c2cnc(-c3cccs3)nc2C(F)(F)F)cc1,-6,15,0.1,-4,-11,56*,-25,-16,13
COC(=O)c1ccc(Sc2ccccn2)c([N+](=O)[O-])c1,0,0,1.0,7,-3,12,3,-5,4
Cc1cccc(Nc2nnc(SCC(=O)NCC3CCCO3)s2)c1 (configuration not stated),-1,-4,1.6,8,-7,28,3,0,4
Cc1nc2cc(NC(=O)C3COc4ccccc4O3)ccc2s1 (configuration not stated),-1,-5,7.2,2,-16,-5,-2,4,-2
N#Cc1ccc(NC(=O)COC(=O)CSc2nnc(-c3ccc(Cl)cc3)o2)cc1,1,-2,-0.8,9,7,30,-7,-1,16
COc1cc(-c2nc3n(n2)C(c2ccncc2)C(C(N)=O)=C(C)N3)cc(OC)c1OC (configuration not stated),2,1,0.3,-34,6,17,-10,-18,4
O=C(CSc1nnc(NC(=O)c2c(F)cccc2F)s1)Nc1ccccc1F,7,-4,2.1,15,17,-8,4,-4,-1

Two entries picked at random from the list so far, as already listed:
SMILES,XBP1 UPR activ,APJ agonist,UPR CHOP act,CCR6 antagonist,APJ antagonist,Mdm2 MdmX PPI,EBI2 antag,CXCR6 inh,tim23-1 inh
COC(=O)c1ccc(Sc2ccccn2)c([N+](=O)[O-])c1,0,0,1.0,7,-3,12,3,-5,4
CCCCN(C)CCNC(=O)c1c[nH]c2ccc(S(=O)(=O)N(CC)CC)cc2c1=O,-2,0,0.1,-2,-5,6,-16,-6,1

A portion of the library, so the mix of outcomes need not match the whole.
